# hgDAF12 agonist: agonists of H. glycines DAF-12 nuclear receptor; HEK293 GAL4-hgDAF12 UAS-luciferase reporter, agonist luminescence; normalized to butyrate control; activation, % at 6.8 µM; AID 687014; 370,000 compounds, 1.8% hits;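 active = activation above a cutoff set at the mean of all screened compounds plus 3 SD, cut at about 10% in these data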;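 also: 0% = DMSO wells and 100% = sodium butyrate wells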
# ssDAF12 agonist: activates DAF-12 receptor from parasite S. stercoralis. HEK293 ssDAF-12/GRIP1 lit1-tk-luc reporter, luminescence; % of 3 µM dafachronic acid response. activation, % at 6.8 µM. 370,000 compounds, 1% hits;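 active = activation above the mean over all tested compounds plus 3 SD, cut at about 0.9% in these data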;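 also: 0% = DMSO-only wells and 100% = 3 µM delta7-dafachronic acid wells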
# SMARCA2 activ: increases SMARCA2 function in MMTV reporter cells | MG213 cells, MMTV-luciferase reporter, dexamethasone, overnight | activation, % at 9.1 µM | 370,000 compounds, 1% hits; in the data active = activation above about 7.8%;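 also: 0% = vehicle wells and 100% = reference activator wells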
# hcDAF12 agonist: H. contortus DAF-12 activation, primary screen; HEK293 hcDAF-12 lit1-tk-luc reporter, luminescence; 0% DMSO, 100% Δ7-dafachronic acid; activation, % at 6.8 µM; 370,000 compounds, 1.4% hits; AID 652067;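 active = activation above the mean of all tested compounds plus 3 SD, cut at about 5.5% in these data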;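 also: 100% = response to 3 µM Δ7-dafachronic acid high control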
# sPLA2-III inh: Blocks human group III sPLA2 activity; Q9NZ20; inhibition, % at 12.2 µM; 370,000 compounds, 0.56% hits; QFRET BODIPY PC-A2 liposome hydrolysis, fluorescence;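 active = inhibition above mean plus 3 SD of compounds lying within the high and low control bounds, cut at about 19% in these data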;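 also: 0% = median of test compound wells and 100% = no enzyme DMSO wells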
# FXN GAA850 act: increases GAA850 frataxin promoter reporter activity | AID 540364 | activation, % at 6 µM | HEK293 lucGAA850 FXN promoter luciferase reporter, 24 h; percent of 10 µM SAHA response | 360,000 compounds, 0.56% hits;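 active = activation above the average of all compounds screened plus 3 SD, cutoff fixed separately per campaign, cut at about 7.5% in these data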;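 also: 0% = DMSO wells and 100% = 10 µM SAHA wells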
# DAX1 inh-1: inhibits human nuclear receptor DAX1; HEK293 Gal4-DAX1 luciferase reporter, luminescence; inhibition, % at 6.75 µM; 340,000 compounds, 0.99% hits; AID 504766;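 active = inhibition above the mean over all tested compounds plus 3 SD, cut at about 4.2% in these data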;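 also: 0% = DAX1-transfected cells with DMSO and 100% = empty-vector control cells with DMSO; inhibition shows as a rise in luminescence from relieved DAX1 repression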
# ADAM10 inh: inhibits human ADAM10 | recombinant ADAM10, EDANS/DABCYL FRET peptide cleavage, 3 h | inhibition, % at 7 µM | 370,000 compounds, 0.62% hits;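 active = inhibition above a per-campaign cutoff equal to the mean of compounds falling between control-based bounds plus 3 SD, cut at about 20% in these data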;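 also: 0% = DMSO wells while the 100% control is not disclosed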
# DAX1 inh-2: blocks DAX1 repression of SF-1 activated StAR promoter. HEK293T StAR-luciferase reporter, SF-1/DAX-1 repression relief. inhibition, % at 6.8 µM. 370,000 compounds, 1.1% hits. AID 652010;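 active = inhibition above the mean over all tested compounds plus 3 SD, cut at about 3.6% in these data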;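 also: 0% = DAX-1 cells with DMSO and 100% = cells lacking DAX-1 with DMSO; higher inhibition means more luminescence from relief of DAX-1 repression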
# GC-A act: GC-A (human) enzyme activation. P16066. HEK293 GC-A cells, cGMP TR-FRET, EC30 ANP; 0% at EC30 ANP, 100% saturating ANP. activation, % at 10 µM. 370,000 compounds, 0.14% hits; in the data active = activation above about 40%
# Target sequence (P16066 whole entry, looked up): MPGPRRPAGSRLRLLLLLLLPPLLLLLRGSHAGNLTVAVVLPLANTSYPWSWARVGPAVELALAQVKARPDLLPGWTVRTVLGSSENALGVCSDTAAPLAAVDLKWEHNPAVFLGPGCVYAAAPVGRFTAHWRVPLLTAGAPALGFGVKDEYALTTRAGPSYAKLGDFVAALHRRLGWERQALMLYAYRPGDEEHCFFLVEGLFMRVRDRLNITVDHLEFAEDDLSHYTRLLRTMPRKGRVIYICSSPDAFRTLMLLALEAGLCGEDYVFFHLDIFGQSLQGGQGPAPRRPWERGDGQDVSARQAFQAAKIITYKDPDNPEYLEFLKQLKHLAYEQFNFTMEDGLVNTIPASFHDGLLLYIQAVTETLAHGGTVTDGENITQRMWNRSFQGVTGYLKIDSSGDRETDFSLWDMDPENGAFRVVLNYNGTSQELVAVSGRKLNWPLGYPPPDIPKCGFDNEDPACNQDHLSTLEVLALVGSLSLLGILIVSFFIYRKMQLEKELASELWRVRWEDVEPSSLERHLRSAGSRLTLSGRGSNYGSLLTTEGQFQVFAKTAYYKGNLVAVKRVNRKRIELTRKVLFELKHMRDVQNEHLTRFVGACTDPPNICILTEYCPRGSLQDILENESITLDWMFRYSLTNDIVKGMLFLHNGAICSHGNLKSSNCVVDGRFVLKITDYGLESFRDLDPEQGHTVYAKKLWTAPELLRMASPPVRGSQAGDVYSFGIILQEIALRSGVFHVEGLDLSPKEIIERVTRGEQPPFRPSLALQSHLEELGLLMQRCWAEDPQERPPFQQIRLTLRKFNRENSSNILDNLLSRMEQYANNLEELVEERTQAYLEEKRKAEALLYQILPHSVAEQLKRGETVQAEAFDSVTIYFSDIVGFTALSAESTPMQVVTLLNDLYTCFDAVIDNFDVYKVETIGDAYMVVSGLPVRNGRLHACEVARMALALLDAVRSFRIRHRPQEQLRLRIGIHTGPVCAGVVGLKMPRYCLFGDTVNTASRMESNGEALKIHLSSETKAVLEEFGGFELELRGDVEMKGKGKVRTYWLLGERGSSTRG
# NPR2 activator: GC-B (human) receptor activation; AID 1920062; 370,000 compounds, 0.11% hits; P20594; HEK293-GC-B cells, CNP EC30, cGMP TR-FRET; 0% at EC30 CNP, 100% saturating CNP; activation, % at 10 µM;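 active = activation at 10 µM reaching about 35% in either raw or pattern-adjusted values, limit read from the data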
# * = called active by the depositor; x = not tested or not shown.
SMILES,hgDAF12 agonist,ssDAF12 agonist,SMARCA2 activ,hcDAF12 agonist,sPLA2-III inh,FXN GAA850 act,DAX1 inh-1,ADAM10 inh,DAX1 inh-2,GC-A act,NPR2 activator
C/C(=N\NC(=O)C(N)=O)c1ccc(Br)cc1,-0.5,-1.5,-2,-1.1,9,1.1,-0.8,1,-0.2,0,1
Cc1ccc(-n2c(=S)[nH]c3c(oc4ccccc43)c2=O)cc1,7.5,-1.0,1,2.3,25*,2.9,-0.4,0,0.8,19,10
CCCCCn1c(Sc2ccccc2)nc2c1c(=O)[nH]c(=O)n2C,0.1,-1.5,-1,-3.6,-5,3.6,0.6,-5,-0.1,1,0
Cc1ccc(S(=O)(=O)Nc2cc(-c3ccccc3)nn2C)cc1Cl,1.4,-1.2,-2,0.1,-40,0.3,x,2,0.0,-1,2
COc1ccc(-c2nc(CSCC(=O)NC3CCCc4ccccc43)c(C)o2)cc1 (configuration not stated),-5.5,-1.4,-5,-2.3,-20,-0.1,-1.2,0,-1.1,-8,-6
CC1CCCN(CCOCCSc2ccccc2)C1 (configuration not stated),0.8,-1.0,-2,1.6,8,1.5,-0.9,2,0.0,-3,-3
O=C(CNC(=O)c1ccco1)N/N=C/c1ccc(O)cc1O,-0.2,-1.4,0,-0.8,3,1.8,0.9,-36,0.3,1,3
O=C(O)c1cccc(OS(=O)(=O)c2cc(Br)ccc2Br)c1,-0.3,-1.0,-1,-0.2,-38,1.8,-0.1,6,2.6,2,-8
COc1ccc(C(CC(=O)Nc2ccccc2OC)n2cccc2)cc1 (configuration not stated),-3.0,-1.3,0,-3.1,-26,1.1,-0.6,-1,0.0,-11,-6
COc1ccc2c(Cl)c(C(=O)N/N=C/c3c(C)[nH]c4ccccc34)sc2c1,3.0,-1.1,-3,-0.4,0,2.7,0.6,2,-0.3,1,1
O=C(NCCc1cccs1)c1ccc(CS(=O)Cc2ccc(Cl)cc2)o1 (configuration not stated),-0.7,-1.5,-2,-2.4,-1,-1.9,0.7,-7,0.0,-1,4
COc1ccc(-c2n[nH]c(=S)n2/N=C/C=C/c2ccccc2OC)cc1,3.3,-1.5,4,1.1,1,1.1,-0.6,-2,0.4,1,-6
CC1(C)C2CCC1(CS(=O)(=O)Nc1cccc(S(N)(=O)=O)c1)C(=O)C2 (configuration not stated),-1.1,-0.7,0,1.2,-6,-1.4,x,1,-0.2,4,-6
O=C(CN1CCN(S(=O)(=O)c2ccc(Cl)cc2)CC1)NCC1(N2CCOCC2)CCCCC1,-0.6,-1.1,-3,-2.1,8,-0.5,0.0,-5,4.7*,0,1
CCN(CC)c1ccc(NC(=O)CSc2nnc3nc(C)cc(C)n23)cc1,-0.1,-0.9,-2,-2.0,14,0.9,-0.2,15,-0.1,-4,-2
O=C(Nc1nc(-c2ccc(F)c(F)c2)cs1)C1=COCCO1,0.5,-0.2,5,1.0,-17,2.9,1.2,2,0.4,1,-1
CC1(C)Cc2c(sc3c2C2=NCCN2C=N3)CS1,-0.9,-1.4,2,0.1,7,0.4,0.2,-21,0.2,3,2
CCOC(=O)C1=C(CS(=O)(=O)c2ccc(C)c(C)c2)NC(=O)NC1c1ccc(O)cc1 (configuration not stated),0.6,-1.6,0,-1.8,-17,1.1,1.3,2,0.4,1,0
Cc1ccc(S(=O)(=O)NC(Cc2ccccc2)C(=O)NN)cc1 (configuration not stated),0.8,0.1,0,-0.7,-14,-1.1,1.4,9,-0.1,-1,0
CCOC(=O)c1c(C)[nH]c(C(=O)CSc2nc3ccccc3o2)c1C,0.3,-0.3,-3,-0.3,2,1.3,-0.8,1,0.2,2,1
COc1ccc(NC(=O)CNC(=O)Cn2c(C)cc3ccccc3c2=O)c(OC)c1,-0.1,-1.8,-5,-1.7,1,-0.2,1.0,-10,0.9,-3,-4
O=C(NCc1cccnc1)c1ccc(COc2ccc3c(c2)CCC3)o1,-1.8,-2.2,2,-3.2,-9,2.8,-2.1,-2,-1.9,3,2
COc1ccc(C(=O)c2coc3ccc(O)c(CN4CCCC4)c23)cc1,-1.1,-1.7,-1,-1.6,-3,-1.1,0.9,0,-0.2,-1,-2
Nc1nc(NCc2cccs2)nn1-c1ccccc1,5.9,-0.5,-1,1.8,2,4.2,0.3,-8,0.8,-3,-4

# Printed as active in DAX1 inh-2, of those listed so far:
Compound	ssDAF12 agonist	SMARCA2 activ	hcDAF12 agonist	sPLA2-III inh	DAX1 inh-1	ADAM10 inh	DAX1 inh-2	GC-A act	NPR2 activator
O=C(CN1CCN(S(=O)(=O)c2ccc(Cl)cc2)CC1)NCC1(N2CCOCC2)CCCCC1	-1.1	-3	-2.1	8	0.0	-5	4.7*	0	1

# Not a retest: an excerpt of the list.
SMILES,hgDAF12 agonist,ssDAF12 agonist,SMARCA2 activ,hcDAF12 agonist,sPLA2-III inh,FXN GAA850 act,DAX1 inh-1,ADAM10 inh,DAX1 inh-2,GC-A act,NPR2 activator
COc1ccc(C(=O)c2coc3ccc(O)c(CN4CCCC4)c23)cc1,-1.1,-1.7,-1,-1.6,-3,-1.1,0.9,0,-0.2,-1,-2
Nc1nc(NCc2cccs2)nn1-c1ccccc1,5.9,-0.5,-1,1.8,2,4.2,0.3,-8,0.8,-3,-4

# Carrying on.
SMILES,hgDAF12 agonist,ssDAF12 agonist,SMARCA2 activ,hcDAF12 agonist,sPLA2-III inh,FXN GAA850 act,DAX1 inh-1,ADAM10 inh,DAX1 inh-2,GC-A act,NPR2 activator
N#CC1=C(SCC(=O)Nc2ccccc2)NC(=O)CC1c1ccc(O)cc1 (configuration not stated),-1.9,-1.8,3,0.3,-21,-2.3,-0.6,-2,-1.3,-5,3
CCCCc1nnc(NC(=O)C2CC(=O)N(c3ccc4c(c3)OCCO4)C2)s1 (configuration not stated),-1.4,-0.6,-1,-1.4,6,0.3,-1.2,-2,-0.1,2,3
CC(=O)Nc1ccc(OCC(=O)NCCc2ccc(Cl)cc2)cc1,-1.4,-1.0,0,-2.8,-3,1.0,0.0,-6,0.0,-2,-1
Cc1nc(N2CCC(C)CC2)c2c(C)c(C(=O)Nc3ccc(C(F)(F)F)cc3)sc2n1,-0.5,-0.5,-3,-0.1,7,0.0,0.2,-10,0.2,6,4
Cc1ccc(-n2cccn2)c(CN2CCCC(C(=O)c3ccc4c(c3)OCO4)C2)c1 (configuration not stated),3.1,-1.9,1,0.1,-1,-0.1,0.7,-28,-0.7,-8,-18
COc1ccccc1N1CCN(CC(O)COc2ccc3c(c2)CCC3)CC1 (configuration not stated),-1.6,-1.4,-5,-0.3,-5,1.1,0.0,-5,-1.0,3,-9
Cc1ccc(C(=O)Cn2nnc3ccccc32)cc1,11*,-0.3,3,3.5,-31,2.1,0.4,-2,2.0,0,-2
CN(CC(=O)NCc1cccs1)S(=O)(=O)c1cccc2nsnc12,-2.4,-1.2,-1,-2.0,5,-0.9,-0.9,-3,-0.2,0,4
NC(=S)N/N=C1\c2ccccc2-c2c(C(=O)O)cccc21,1.4,-1.2,3,0.7,-5,0.9,-2.0,10,0.1,-4,10
CN(C)CC(C)(C)CNS(=O)(=O)c1ccc(Cl)s1,0.3,-1.1,-1,1.0,1,0.1,-0.6,-1,0.2,4,2
COc1ccc(CNC(=O)Cn2nc(C(F)(F)F)c3c2CCC3)cc1,-0.6,-0.8,2,-0.1,-3,1.7,-0.3,-1,-0.1,2,5
CCSc1ncnc2c(C#N)c3n(c12)CCCCC3,-1.2,-1.1,2,-1.3,1,6.4,-0.8,1,-0.4,-9,-3
COc1cc(OC)cc(C(=O)NC2CCCN(Cc3ccc(Cl)cc3)C2)c1 (configuration not stated),-1.2,-1.4,-3,-2.2,-7,-1.3,0.6,2,0.2,-5,-2
O=C(NC1CC2CCCC(C1)N2Cc1ccco1)NC12CC3CC(CC(C3)C1)C2 (configuration not stated),1.0,-1.4,-2,-2.6,-2,2.2,-1.1,2,-0.6,0,-4
CCC(C)c1ccccc1N1CC(C(=O)Nc2ccccc2N2CCCC2)CC1=O (configuration not stated),-2.1,0.1,2,-1.7,-2,-1.1,1.2,0,-0.3,-7,-3
O=C(CN1CCN(c2ncccn2)CC1)N1CCCC1,-0.2,-1.1,-1,-1.9,1,0.8,-0.6,-9,0.6,6,2
Cc1nc2nc(C)c(NS(=O)(=O)c3ccc(Cl)cc3)c(=O)n2[nH]1,4.0,0.5,-4,6.4*,10,0.5,0.2,-1,0.2,2,7
COc1cc(NC(=O)c2ccc3c(c2)OCO3)ccc1NC(=O)C(C)C,-2.4,-0.7,4,-0.4,1,2.0,1.6,4,0.7,1,0
O=C1c2ccccc2C(=O)N1CN(C(=O)COc1ccc(Cl)cc1Cl)c1cccc(F)c1,1.7,0.1,1,5.9*,13,0.8,0.1,-5,1.4,-10,8
COc1cc(NS(=O)(=O)c2ccc(NC(=O)COc3ccc(C)cc3)cc2)nc(OC)n1,-0.4,-1.1,-1,-2.8,-31,-1.2,0.7,0,0.6,-1,0
COc1ccc(-n2nc(C(=O)NCC(=O)N3CCOCC3)c3ccccc3c2=O)cc1Cl,-3.7,-0.9,-1,-1.6,0,1.6,1.0,-6,-0.1,5,2
Cc1ccccc1-c1ccccc1CN1[C@@H](C(C)C)COCCS1(=O)=O,1.9,0.0,1,-1.6,-5,-1.6,0.8,10,-0.5,-4,0
CC(C)C(=O)NNc1ccccc1,0.8,-0.9,1,-2.3,-4,1.2,-0.7,1,1.7,-3,-2
CCOC(=O)C(Oc1ccc(=O)n(-c2ccccc2)n1)C(C)=O (configuration not stated),-0.8,-1.3,-2,-1.3,-4,0.2,0.4,-4,0.3,-3,-4
COC(=O)c1cc(N/C(N)=N/c2nc(C)cc(C)n2)cc(C(=O)OC)c1,-1.7,-1.4,-4,3.5,1,-1.5,-0.9,6,-1.2,2,-3
O=c1c2ccccc2oc2nc3n(c(=O)c12)CCCS3,0.7,-0.8,0,0.7,1,1.0,1.4,-10,0.4,3,1
CC1=CC(C)[C@@H]2COC(c3ccc(O)cc3)[C@H]1C2C (some centres not stated),-2.6,-0.9,-1,-2.3,-5,-0.6,-1.4,4,-0.6,1,-1
O=Cc1cc([B-](F)(F)F)cs1,-5.2,-1.0,2,-1.1,2,x,x,2,2.0,0,-4
Cc1c(C(=O)O)oc2ccc3c(c12)C(O)CC(C)(C)O3 (configuration not stated),-0.7,-1.0,-1,2.3,3,0.8,0.4,-32,0.2,2,5
Cc1nc(-c2ccc(-n3nncc3-c3ccco3)cc2)cs1,-0.1,-1.8,1,-1.9,-1,1.2,0.2,-4,0.4,-34,-15
CCOc1ccc(OCCCC(=O)NC2=NCCS2)cc1,1.4,-1.9,-1,-0.4,2,1.1,0.0,-5,0.2,2,8
Nc1c(C(=O)NCc2ccccc2)nnn1Cc1cccc(Cl)c1,0.8,-1.2,-3,-0.6,-5,-4.0,-1.6,-12,-2.3,-4,-2
Cc1ccc2nc(N(CCCN(C)C)C(=O)c3ccc(S(=O)(=O)N4CCOCC4)cc3)sc2c1,-3.6,-1.4,-1,-2.5,-11,0.2,1.4,-1,1.4,2,-11
O=[N+]([O-])c1ccc(O)c(Nc2ncnc3ccccc23)c1,-2.0,1.1*,-4,3.1,5,1.2,1.9,1,0.6,3,0

# Bioassay records from PubChem.
